N370S GC mod = inhibits or activates N370S mutant glucocerebrosidase; N370S GC spleen homogenate, 4MU-glucoside fluorescence; Potency, µM (titrated, usually from 59.4 µM), for inactives: at the top dose activity change, negative = inhibition, most hits filed as inhibitors; 330,000 compounds, 0.092% hits; AID 2101;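 further: 0% = full enzyme activity and -100% = no enzyme basal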
FEN1 inhibitor = human FEN1 inhibition | P39748 | Recombinant FEN1 flap cleavage, fluorescence, 15 min | Potency, µM (doses to about 114 µM), for inactives: top-dose activity change, negative = inhibition, usual class: inhibitors | 390,000 compounds, 0.35% hits | AID 588795; further: nearly all actives have a fitted effect of over 65% in size
Target sequence (P39748 whole entry, looked up): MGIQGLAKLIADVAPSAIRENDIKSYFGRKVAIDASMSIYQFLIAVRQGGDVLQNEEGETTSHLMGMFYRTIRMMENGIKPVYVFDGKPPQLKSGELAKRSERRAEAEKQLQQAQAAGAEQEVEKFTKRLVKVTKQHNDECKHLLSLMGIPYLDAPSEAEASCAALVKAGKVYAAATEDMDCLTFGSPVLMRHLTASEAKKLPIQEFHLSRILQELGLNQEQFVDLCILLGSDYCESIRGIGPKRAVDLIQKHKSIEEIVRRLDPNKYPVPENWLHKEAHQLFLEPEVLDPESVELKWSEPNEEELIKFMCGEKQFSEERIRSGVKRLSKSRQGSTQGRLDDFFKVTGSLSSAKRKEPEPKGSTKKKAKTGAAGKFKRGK
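Recombinant FEN1 (10 nM) was preincubated with pin-transferred compounds for 15 min at room temperature, then flap DNA substrate (50 nM final) was added. Plates were read at 0 and 15 min, and normalized concentration–response data were fitted to a four-parameter Hill equation.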
TDP1 inh = inhibitors of human tyrosyl-DNA phosphodiesterase TDP1 | Q9NUW8 | recombinant TDP1, AlphaScreen DNA substrate cleavage | Potency, µM (doses to about 130 µM), for the others: top-dose activity change, negative = inhibition, hits mostly inhibitors | 350,000 compounds, 0.28% hits; further: nearly all actives have a fitted effect of over 40% in size
Target sequence (Q9NUW8 whole entry, looked up): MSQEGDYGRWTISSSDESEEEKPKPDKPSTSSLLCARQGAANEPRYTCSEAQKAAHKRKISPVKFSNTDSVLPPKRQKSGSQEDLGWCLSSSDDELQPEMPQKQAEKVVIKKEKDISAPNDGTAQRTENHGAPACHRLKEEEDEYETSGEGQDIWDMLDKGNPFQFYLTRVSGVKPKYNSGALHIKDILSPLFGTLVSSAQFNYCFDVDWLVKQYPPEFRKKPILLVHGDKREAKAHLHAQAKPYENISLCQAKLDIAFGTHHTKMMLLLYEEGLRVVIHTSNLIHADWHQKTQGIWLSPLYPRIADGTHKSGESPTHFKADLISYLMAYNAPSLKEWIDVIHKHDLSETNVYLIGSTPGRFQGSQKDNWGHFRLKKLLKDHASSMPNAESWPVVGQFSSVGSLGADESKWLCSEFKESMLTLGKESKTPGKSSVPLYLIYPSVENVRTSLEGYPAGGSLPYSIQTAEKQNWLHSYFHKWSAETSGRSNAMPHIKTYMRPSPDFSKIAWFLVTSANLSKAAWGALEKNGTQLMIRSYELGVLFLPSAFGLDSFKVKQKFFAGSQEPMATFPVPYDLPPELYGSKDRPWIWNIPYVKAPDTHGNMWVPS
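Here, a 5' biotin and 3' phosphotyrosine-FITC DNA oligonucleotide reports Tdp1 activity: intact substrate bridges AlphaScreen beads, while cleavage leaves a 3' phosphate and drops signal. All incubations at room temperature.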
* hit, by the source's call; ? = inconclusive; / = not tested or not shown; & = joins results of further samples; [ ] = another dose, or the depositor's remark. The call rests on the fitted dose curve; in most records, active means well fitted curve in the direction sought with a large enough effect; inconclusive means small, poorly fitted or top-dose-only effect, or another doubt; inactive means no such curve, though single readings can be large; an effect the other way counts as inactive or inconclusive. Unless noted, on the % scale 0 is the no-effect control and ±100 the full control effect; potency means the concentration at half of the fitted maximal effect.

The line under a structure holds: N370S GC mod	FEN1 inhibitor	TDP1 inh
(1) C=CCSc1nnc(NC(=O)COc2ccccc2)s1
    3%	-3%	3%
(2) CC1CCN(C(=O)Cn2c(=O)n(-c3ccc(Cl)cc3)c(=O)c3c4c(sc32)CCC4)CC1
    /	-1%	7%
(3) CC1CCc2nc3ccc(S(=O)(=O)N4CCC(C(=O)N5CCCCC5)CC4)cc3c(C(=O)O)c2C1 (stereo unspecified)
    -2%	16%	7%
(4) Cc1ccc(S(=O)(=O)Nc2cc3c(C(=O)Nc4ccccc4)c(C)oc3c3ccccc23)cc1
    1%	2%	3%
(5) CS(=O)(=O)N1CCN(c2ccccc2NC(=O)c2ccc(Cl)cc2)CC1
    -6%	3%	6%
(6) CC(=O)c1sc(N/N=C\c2ccc(C)cc2)nc1C
    -23%	2%	5%
(7) CCOc1ccc(NC(=O)Cn2cc(C(=O)c3ccc(CC)cc3)c(=O)c3cc(OC)c(OC)cc32)cc1
    /	-1%	6%
(8) CCNC(=O)CC1C(=O)N(c2ccc(OC)cc2)C(=O)N1CCOC (stereo unspecified)
    2%	-2%	/
(9) O=C(CCNC(=O)Cn1cnc2ccccc2c1=O)NCCC1=CCCCC1
    12%	-11%	-1%
(10) O=C(NNC(=O)c1ccc([N+](=O)[O-])cc1C(=O)O)c1ccncc1
    2%	-2%	/
(11) CN(C)c1ccc(C(CNS(=O)(=O)c2ccc([N+](=O)[O-])cc2)N2CCCC2)cc1 (stereo unspecified)
    -6%	-1%	4%
(12) O=C(Nc1cccc(F)c1)N1CCCC(CNS(=O)(=O)Cc2ccccc2)C1 (stereo unspecified)
    10%	-7%	2%
(13) Cc1ccccc1-c1nc(CS(=O)CC(=O)NC2CC2)c(C)o1 (stereo unspecified)
    2%	4%	2%
(14) Cc1cccc(NC(=O)Nc2ccc(Cl)cc2)n1
    ?	8%	1%
(15) Cc1nc(N2CCN(Cc3ccc4c(c3)OCO4)CC2)c2cc(-c3ccccc3)sc2n1
    -13%	2%	9%
(16) C#CCOCCOCCOCCNc1nc(N2CCN(C(=O)C(Cc3ccc(O)cc3)n3cc(C(N)C(C)CC)nn3)CC2)nc(N2CCN(C(=O)C(Cc3ccc(O)cc3)n3cc(C(N)C(C)CC)nn3)CC2)n1 (stereo unspecified)
    -20%	-2%	4%
(17) O=C(CSc1nnc2sc3ccccc3n12)NCc1ccc2c(c1)OCO2
    7%	1%	/
(18) CCOC(=O)CCc1nn(C)c(=O)c2ccccc12
    ?	-6%	0%
(19) Cc1nnc(SCC(=O)Nc2ccc(Cl)cn2)n1Cc1ccccc1
    13%	7%	0%
(20) O=C(c1ccc(Cn2c(=S)[nH]c3ccc(N4CCOCC4)cc3c2=O)cc1)N1CCN(c2ccc(F)cc2)CC1
    -4%	-3%	5%
(21) CC(C)(C)NC(=O)CSc1nc(Cc2ccccc2)nc2ccccc12
    ?	-20%	4%
(22) Fc1ccc(NC(=S)N2CCN(c3cccc(C(F)(F)F)c3)CC2)cc1
    -2%	13%	0%
(23) O=C(Cn1nc(-c2ccccc2)c2ccccc2c1=O)Nc1ccc(O)cc1
    -7%	-5%	/
(24) CCN(CC)c1ccc(/C=N/NC(=S)NCc2ccccc2)c(O)c1
    5%	-20%	11%
(25) Fc1ccccc1N1CCN(c2ncnc3onc(-c4ccc(Cl)cc4)c23)CC1
    /	17%	1%
(26) COc1ccc(C(=O)NCCN2CCOCC2)cc1OC
    -1%	4%	3%
(27) CC1CCN(C(=O)c2cc3ccccc3c(=O)o2)CC1
    -17%	0%	0%
(28) O=C(Nc1ccccc1)N(Cc1ccccc1)C1=NCCS1
    10%	0%	-1%
(29) COc1ccccc1CN1CC(C(=O)NCCSc2nnnn2C)CCC1=O (stereo unspecified)
    -1%	8%	0%
(30) COc1ccc(N(C(=O)c2ccco2)C(C(=O)NC2CCCC2)c2cccnc2)c(OC)c1 (stereo unspecified)
    -20%	-3%	3%
(31) COc1cc(OC)c(S(=O)(=O)Nc2ccc(C(=O)O)cc2)cc1S(=O)(=O)Nc1ccc(C(=O)O)cc1
    -6%	-2%	5%
(32) COc1ccccc1C1C(C#N)=C(N)Oc2c1c(-c1ccccc1)nn2-c1ccccc1 (stereo unspecified)
    25%	0%	5%
(33) CC(NC(=O)c1ccccc1)C(=O)N/N=C/c1ccccc1 (stereo unspecified)
    -4%	6%	2%
(34) CCN(CC)c1ccc(NC(=O)CN2CCN(CC(=O)Nc3ccc(OC)cc3)CC2)cc1
    -13%	-1%	/
(35) N#Cc1c(NC(=O)CSc2ncn[nH]2)sc2c1CCCC2
    14%	6%	3%
(36) O=C(Nc1cccnc1Cl)c1cc(-c2ccc(Cl)cc2)on1
    0%	0%&-1%	7%&-2%
(37) CCOC(=O)c1c(NC(=O)OC)sc2c1CCC2
    7%	-22%	7%
(38) O=C(NCCN1CCCC1)c1cc(-c2ccncc2)nc2ccc(S(=O)(=O)N3CCOCC3)cc12
    -2%	-3%	5%
(39) CCOC(=O)CCCNC(=O)CN1C(=O)NC(c2ccccc2)(c2ccccc2)C1=O
    -23%	-10%	-3%
(40) Cc1cccc(C(=O)Nc2ccc(-c3nc4ccccc4s3)c(C)c2)c1
    /	-4%	3%
(41) COc1cc(OC)c(C2CC(=O)Nc3ccc4ccccc4c32)cc1OC (stereo unspecified)
    /	-9%	12%
(42) Cc1cccc(OC2(c3ccccc3)OC(=O)c3ccccc32)c1C (stereo unspecified)
    -12%	-22%	-6%
(43) O=C(/C=C/C=C/c1ccccc1)CC1(O)C(=O)N(CCc2ccccc2)c2ccccc21 (stereo unspecified)
    -6%	-5%	4%
(44) Cc1noc(/C=C/c2cccs2)c1S(=O)(=O)N1CCC(C(=O)Nc2ccc(F)c(Cl)c2)CC1
    /	-18%	-2%
(45) Cc1ccc(CCNC(=O)c2ccc(CSCc3ccccc3Cl)o2)cc1
    /	-16%	3%
(46) COc1cccc(C(=O)Nc2cccc3ccccc23)c1
    3%	3%	/
(47) Cc1ccccc1-c1nc(S(=O)(=O)c2ccccc2)c(NCCCN2CCOCC2)o1
    /	10%	4%
(48) CCOC(=O)c1c(C)[nH]c(C(=O)OCC(=O)NCc2ccc(F)cc2)c1C
    /	-13%	-1%
(49) COc1ccc(NC(=O)OC(C)C)cc1
    13%	2%	3%
(50) COc1ccc(/C=C2\CCCC3C2=NN(C(=O)CSc2ncn[nH]2)C3c2ccc(OC)cc2)cc1 (stereo unspecified)
    -12%	-3%	8%
(51) O=C(Nc1scc(-c2ccccc2)c1C(=O)O)c1ccccc1F
    -6%	1%	/
(52) CCC(Sc1nc(N)c(NC(=O)c2ccc(Br)o2)c(=O)[nH]1)C(=O)O (stereo unspecified)
    -7%	4%	5%
(53) COc1cc(/C=N/NC(=O)c2ccccn2)ccc1OC(=O)c1cccs1
    -9%	-6%	3%
(54) CCN(CC)S(=O)(=O)c1cc(NS(=O)(=O)c2cccc(Cl)c2Cl)ccc1C
    ?	-5%	3%
(55) Cc1nn(C(=O)c2ccco2)c(C)c1CN1C(=O)c2ccccc2C1=O
    -1%	-11%	7%
(56) Cc1ccc(-c2nsc(SCC(=O)Nc3ccc4c(c3)OCO4)n2)cc1
    25%	4%	0%
(57) CCCNC(=O)Cn1nc(C)n2c(cc3cc(F)ccc32)c1=O
    -4%	17%	/
(58) CCOC(=O)CSCC(=O)Nc1nnc(-c2cccc([N+](=O)[O-])c2)s1
    -21%	-7%	5%
(59) CCOc1cccc(OCCNC2CCCC2)c1
    -14%	11%	?
(60) CCn1ncc(Br)c1C(=O)Nc1ccc(C(C)C)cc1
    -8%	-6%	/

More structures follow.
The line under a structure holds: N370S GC mod	FEN1 inhibitor	TDP1 inh
(61) O=S(=O)(c1ccccc1)c1nc(-c2ccco2)oc1NCCCn1ccnc1
    -15%	1%	5%
(62) COc1cc(SC)ccc1C(=O)NNC(=O)c1cc(C)oc1C
    -4%	-3%	0%
(63) CCC(C(=O)Nc1ccc(F)cc1F)n1nc(-c2ccccc2)c2c(c1=O)CCCC2 (stereo unspecified)
    /	-17%	5%
(64) COc1ccc(S(=O)(=O)Nc2cccc3c2O[C@H](CN(C)C(=O)Nc2ccccc2)[C@@H](C)CN([C@H](C)CO)C3=O)cc1
    /	-4%	1%
(65) CCCc1nc2ccccc2n1CCc1ccccc1
    0%	12%	0%
(66) c1ccc(C2Nc3ccccc3-c3nc4ccccc4n32)cc1 (stereo unspecified)
    ?	-17%	-4%
(67) Cc1ccc(S(=O)(=O)Oc2ccc(/C=C3\N=C(c4cccc(C)c4)OC3=O)cc2)cc1
    9%	-3%	3%
(68) CN(C(=O)CSc1nnc(CN2CCCC2)n1Cc1ccccc1)c1ccccc1
    -1%	5%	-3%
(69) C#CCOCCOCCOCCNc1nc(N2CCN(C(=O)[C@H](CCC(=O)O)n3cc(C(N)CO)nn3)CC2)nc(N2CCN(C(=O)[C@H](CCC(=O)O)n3cc(C(N)CC(C)C)nn3)CC2)n1 (stereo partly specified)
    9%	/	?
(70) Cc1ccc(C(=O)N2CCN(Cc3ccc4c(c3)OCO4)CC2)o1
    0%	-1%	6%
(71) CCN(CC)C(=O)C1CC(=O)N(c2ccc(F)c(Cl)c2)C1 (stereo unspecified)
    9%	9%	0%
(72) COc1ccc(NC(=O)C2CCCN(S(C)(=O)=O)C2)cc1Cl (stereo unspecified)
    -10%	0%	/
(73) CCOc1ccccc1NC(=O)C1CCN(C(=O)C2CC(=O)N(c3ccc(C)cc3)C2)CC1 (stereo unspecified)
    -5%	3%	10%
(74) CCOC(=O)C1=C(C)NC(=O)NC1c1ccc(OC(=O)c2ccco2)cc1 (stereo unspecified)
    1%	12%	1%
(75) COc1ccc(CNC(=O)c2ccc(Cl)c(S(=O)(=O)N3CCOCC3)c2)cc1OC
    /	-5%	-7%
(76) CCCCCCCN1CCC(=O)N([C@H](CO)c2ccccc2)CC1
    -5%	1%	/
(77) CCc1ccc(NC(=O)c2ccc3ncsc3c2)cc1
    7%	/	-2%
(78) O=C(O)Cn1c2c(c3ccccc31)CSc1ccc(Cl)cc1-2
    -2%	-1%	/
(79) CCOC(=O)C1=C(C)Nc2ccccc2N=C1NC(=O)C1CCN(C(=O)c2ccccc2C)CC1
    /	-2%	0%
(80) Cc1cc(C)n(C(=O)c2ccc(C)c(S(=O)(=O)N3CCCCC3)c2)n1
    4%	-2%	2%
(81) CN1CCN(S(=O)(=O)c2cccc(C(=O)NCCOc3ccccc3F)c2)CC1
    3%	4%	5%
(82) CC(=O)NC1(NC(C)=O)CCN(C)CC1
    5%	0%	-4%
(83) CCCCc1nnc(SCC(=O)Nc2nccs2)n1C
    2%	0%	5%[56.1 µM]
(84) CCSc1oc(-c2cccs2)nc1S(=O)(=O)c1ccc(Br)cc1
    /	-13%	12%
(85) COc1ccc(C)cc1S(=O)(=O)N(CC(=O)Nc1cccc([N+](=O)[O-])c1)c1cc(C)cc(C)c1
    7%	7%	4%
(86) Cc1ccc(NC(=O)CCC(=O)OCCCC(F)(F)C(F)(F)F)cc1
    7%	-1%	-1%
(87) O=C(Cn1cnc2c(nnn2-c2ccc(F)cc2)c1=O)NCC1CCCO1 (stereo unspecified)
    8%	-3%	-2%
(88) COc1ccc([C@H]2[C@H]3C=CC[C@@H](C)[C@@H]3C(=O)N2Cc2ccccc2)cc1Cl
    25%	-16%	-1%
(89) CCC(=O)Nc1nc(-c2ccccc2)nc(SC)c1C(C)=O
    -5%	12%	-1%
(90) Cc1ccc(S(=O)(=O)N2CCC(C(=O)Nc3ccc(S(=O)(=O)N4CCCC4)cc3)CC2)cc1C
    -4%	-12%	0%
(91) CC1(C)CC(=O)C2=C(C1)Nc1ncnn1C2c1cccs1 (stereo unspecified)
    11%	17%	6%
(92) CC(=O)c1cccc(NC(=O)c2cc3c(s2)-c2c(C)cccc2OC3)c1
    /	12%	-2%
(93) CCOc1ccccc1NC(=O)N(Cc1ccc(F)cc1)C1CCN(CC)CC1
    /	14%	2%

Bioassay records as filed in PubChem BioAssay.
